Assay outcomes as filed in PubChem.
ALOX12 inh – Primary qHTS assay for inhibitors of human arachidonate 12S-lipoxygenase (ALOX12): Round 2. purified 12hLO, xylenol orange hydroperoxide absorbance. Potency, µM (doses to about 108 µM), for inactives: at the highest dose activity change, negative = inhibition, most hits filed as inhibitors. AID 1671190, 2021. Polyunsaturated fatty acid lipoxygenase ALOX12 (Homo sapiens), P18054. 1.1% of 580,000 active; active = well fitted inhibition curve with a large enough effect; inconclusive = small, poorly fitted or top-dose-only effect, or another doubt; inactive = no such curve, though single readings can be large or run the other way
Target sequence (P18054 whole entry, looked up): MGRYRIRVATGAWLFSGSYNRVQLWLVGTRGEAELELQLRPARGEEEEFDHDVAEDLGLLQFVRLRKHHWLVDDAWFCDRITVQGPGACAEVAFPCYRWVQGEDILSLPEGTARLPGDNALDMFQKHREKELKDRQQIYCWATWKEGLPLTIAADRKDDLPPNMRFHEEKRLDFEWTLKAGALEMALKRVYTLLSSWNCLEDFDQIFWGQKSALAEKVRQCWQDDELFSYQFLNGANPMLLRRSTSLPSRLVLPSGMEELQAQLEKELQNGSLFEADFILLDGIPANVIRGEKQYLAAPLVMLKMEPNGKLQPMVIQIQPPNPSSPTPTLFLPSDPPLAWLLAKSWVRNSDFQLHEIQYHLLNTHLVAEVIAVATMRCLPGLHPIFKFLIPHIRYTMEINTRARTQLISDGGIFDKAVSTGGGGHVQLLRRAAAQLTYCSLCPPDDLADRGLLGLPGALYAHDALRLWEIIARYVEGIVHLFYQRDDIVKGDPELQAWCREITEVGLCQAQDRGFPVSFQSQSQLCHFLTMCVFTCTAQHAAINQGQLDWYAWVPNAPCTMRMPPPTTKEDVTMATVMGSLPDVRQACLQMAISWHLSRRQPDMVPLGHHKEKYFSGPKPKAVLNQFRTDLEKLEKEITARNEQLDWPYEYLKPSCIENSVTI
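Purified human 12hLO at 150 nM in 25 mM Hepes, 0.01% Triton X-100, pH 7.0, preincubated 15 min at room temperature with compound. Reaction started with 40 uM arachidonic acid, 30 min at room temperature. Hydroperoxide measured by Fe-xylenol orange, 573/405 nm absorbance ratio.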
Starred values were filed as active, the others as inactive; u = inconclusive; & = joins results of further samples; [ ] = dose if it differs, or a comment. % is scaled to controls: 0 for no effect and ±100 for the full control effect; potency is read from the fitted curve at half-maximal effect. Not all compounds are listed; the hit share may differ from the screen's.

| ALOX12 inh | molecule |
| --- | --- |
| 20.5% | CC(C)=CCC1(C(=O)O)CCCN(C(=O)Cc2c[nH]c(=O)n(C)c2=O)C1 (stereo not given) |
| 2.8% | Cc1ccc(N(CC(=O)NCc2ccccc2C)S(=O)(=O)N(C)C)cc1 |
| -45.5% | CCOC(=O)CCCNC(=O)c1cc(-c2ccncc2)nc2ccccc12 |
| u | O=C(COC(=O)c1cc(=O)c2ccccc2o1)Nc1ccc(F)cc1F |
| u | N#Cc1ccccc1CNc1ccc(Cl)cc1F |
| 3.9% | C=CCn1c(N2CCCC(C)C2)nc2c1c(=O)n(C)c(=O)n2C (stereo not given) |
| -15.6% | COc1cc(C2C=C(C(=O)O)Nc3ncnn32)ccc1OCCC(C)C (stereo not given) |
| 4.1% | Cc1ccccc1S(=O)(=O)NC(=O)C1(C)CCN1C(=O)c1c(C)noc1C (stereo not given) |
| 21.7% | Cc1ccc(CC(=O)N2C[C@@H](COc3ccccc3)[C@H](C(N)=O)C2)cc1 |
| 70.8%[activator] | O=C(N[C@@H]1CN(Cc2ccccc2)C[C@H]1CO)c1ccnnc1 |
| -7.6%[176 µM] | COc1cccc(CNC(=O)c2cnc3cc(C)nn3c2)c1 |
| 4.9% | CC(C)C(=O)NCC1CCC2(CCN(Cc3ccc(-c4cccc(Cl)c4)o3)CC2)O1 (stereo not given) |
| -18.7% | CCOC(=O)/C(=C\Nc1cccc(OCc2ccccc2)c1)NC(=O)c1ccccc1 |
| 9.0% | Cn1c(CNC(=O)c2ccc3c(c2)OCO3)nnc1SCC(=O)c1ccccc1 |
| 0.3% | CCOc1ccc(CN2C(=O)C3(CCOCC3)CC2c2nnnn2C(C)(C)C)cc1 (stereo not given) |
| 59.3%[activator] | O=C(CCC[C@@H]1[C@H]2CCCN3CCC[C@@H](CN1Cc1ccccc1)[C@@H]23)NCc1ccncc1 |
| -17.7% | N#Cc1ccc(/C=C/C(=O)c2ccc3c(c2)CCO3)cc1 |
| u | COc1ccc(Cl)cc1NC(=O)c1cc(-c2ccc[nH]2)n[nH]1 |
| -9.8% | CC1CCCCN1CCCNC(=O)c1ccc2c(c1)NC(=O)CN2C (stereo not given) |
| 11.5% | O=C1NCCCCCN(C(=O)NCc2ccc(F)cc2)[C@H]2CCC[C@@H]12 |
| 23.7% | CC(C)(CO)NC(=O)C12CC3CCC(CC(C3)C1)C2 |
| 19.5% | O=C(c1ccc(F)cc1Cl)N1C[C@@H](CO)[C@H](c2ccccn2)C1 |
| u | CC(C)c1cccc(N/C=C/C(=O)c2ccc(Br)cc2)c1 |
| 4.6% | CN(Cc1cccc(Cl)c1Cl)C(=O)CCNC(=O)Nc1ccccc1 |
| 0.501µM* | COc1cc(/C=C(/C#N)C(=O)c2c(Cl)cccc2Cl)cc(OC)c1OC |
| 2.0% | CC(=O)N1CCN(c2ncccc2CNC(=O)C2COc3ccccc3C2)CC1 (stereo not given) |
| -0.8% | CCCCNC(=O)C1(C)CCCCN1C(=O)c1ccc(F)cc1Cl (stereo not given) |
| u | CC1C(=O)N(Cc2cn(Cc3ccco3)nn2)CCS(=O)(=O)N1Cc1ccc(-c2ccc(F)nc2)cc1 (stereo not given) |
| -7.2% | O=C(O)C[C@@H]1CCN(C(=O)C2CCCC2)C[C@@H]1CCN1CCC(n2c(=O)[nH]c3ccccc32)CC1 |
| 16.7% | Cn1cnc(C(=O)N2CCC(F)(c3nc(-c4ccncc4)no3)CC2)c1 |

Quoted at random: 2 compounds from above, in no set order.
| ALOX12 inh | molecule |
| --- | --- |
| 2.0% | CC(=O)N1CCN(c2ncccc2CNC(=O)C2COc3ccccc3C2)CC1 (stereo not given) |
| -7.2% | O=C(O)C[C@@H]1CCN(C(=O)C2CCCC2)C[C@@H]1CCN1CCC(n2c(=O)[nH]c3ccccc32)CC1 |

Some of the entries above, reformatted.
> CN(Cc1cccc(Cl)c1Cl)C(=O)CCNC(=O)Nc1ccccc1
  ALOX12 inh = 4.6%

> COc1cc(/C=C(/C#N)C(=O)c2c(Cl)cccc2Cl)cc(OC)c1OC
  ALOX12 inh = 0.501µM*

Additional records:
| ALOX12 inh | molecule |
| --- | --- |
| u | CCCOc1ccc(-c2nc(C#N)c(NCc3ccco3)o2)cc1 |
| u | O=C(CC(c1ccccc1)S(=O)(=O)c1ccccc1)c1ccc(F)cc1 (stereo not given) |
| 12.8% | COc1ccc(-c2nc(Cn3nnc(C(=O)Nc4ccc5c(c4)OCCO5)c3N)c(C)o2)cc1 |
| -24.0% | Cc1ccc(C2=CC(c3c(F)cccc3Cl)n3ncnc3N2)cc1 (stereo not given) |
| 95.8%[activator][176 µM] | CC(CN)(c1ccccn1)N1CCOCC1 (stereo not given) |
| 99.5%[activator] | O=C(N[C@@H]1CCN(Cc2nc3c(s2)CCCC3)C[C@H]1O)c1ccccn1 |
| u | CC1(C(=O)NS(=O)(=O)c2ccc(C#N)cc2)CCN1C(=O)C1(c2ccccc2)CC1 (stereo not given) |
| 79.2%[activator] | COCCn1ncc(N2CCC(C(=O)NCc3nc4ccccc4n3C)C2)cc1=O (stereo not given) |
| 57.9%[activator] | O=C(O)CC(C(=O)O)c1ccc(Cl)cc1 (stereo not given) |
| -15.4% | Nc1nc2ncccc2cc1C(=O)NC1CC1 |
| u | COc1ccc(-c2sc3cc(OC)ccc3c2-c2ccc(OCCN3CCCCC3)cc2)cc1 |
| 3.2% | COc1cccc(OCc2cc(C(=O)NC3CCOC(C)(C)C3)n[nH]2)c1 (stereo not given) |
| u | COC(=O)c1nc2n(n1)C(c1ccc(C)cc1)C(C(=O)Nc1ccc(Cl)cc1)=C(C)N2 (stereo not given) |
| -2.7% | CCOC(=O)[C@]12CCC=C1N(Cc1ccccc1)C(=O)[C@H](CC(=O)NCc1cccc3ccccc13)C2 |
| 15.3% | CCn1ccc(C(=O)N2CCCC(c3noc(COc4ccccc4)n3)C2)n1 (stereo not given) |
| 19.8% | COC(=O)c1cn([C@@H]2C[C@@H](C(=O)Nc3cccc(SC)c3)N(C3CCCCCC3)C2)nn1 |
| 4.9% | CCCc1c(C(=O)N/N=C/c2ccc(OCc3ccccc3)cc2)nnn1-c1nonc1N |
| u | CCOC(=O)[C@]12CCCC=C1N(Cc1ccc3c(c1)OCO3)C(=O)[C@H](CC(=O)NCc1cccc3ccccc13)C2 |
| 90.4%[activator] | O=C(NCc1nc(-c2cccc(F)c2)c(-c2ccccn2)[nH]1)[C@@H]1CCCCN1 |
| u | CCN(Cc1ccccc1)c1ccc(/C=N/NC(=S)Nc2cc(S(=O)(=O)N(C)C)ccc2C)cc1 |
| 12.5% | CC(C(=O)NC1CCCC1)n1c(-c2ccccn2)nc2ccccc21 (stereo not given) |
| 5.6%[6.33 µM] | O=C1NC(=NC2CCCC2)C2(CCCN([S+](=O)([O-])c3ccccc3)C2)N1c1cccnc1 (stereo not given) |
| -23.8% | CO[C@H]1[C@H](NC(=O)c2ccsc2)c2ccccc2C12CCN(Cc1cnn(C)c1C)CC2 |
| 27.2% | CC(O)c1ccc(-c2ccc(CNCc3ccccn3)o2)cc1 (stereo not given) |
| 85.0%[activator] | O=C(NCc1ccc(C(F)(F)F)cc1)[C@@H]1Cc2nc[nH]c2CN1Cc1ccc([N+](=O)[O-])cc1 |
| 64.2%[activator][176 µM] | COC(=O)[C@@H]1Cc2ncn(Cc3ccc(OC)cc3)c2CN1Cc1ccc(F)cc1 |
| u | NC(=O)c1cccc(CN2CCC3(CC2)Cc2ccccc2N(C(=O)c2ccc(Cl)cc2)C3)c1 |
| 47.8%[activator] | CCC1Oc2ccc(NC(=O)c3ccc(C#N)cc3)cc2CN(Cc2ccccc2F)C1=O (stereo not given) |
| -13.0% | COc1ccccc1N1CCN(C(=O)C2CC(=O)N(c3n[nH]c4cccc(F)c34)C2)CC1 (stereo not given) |
| -7.3% | CN1CCC2(C1)CN(Cc1ccccc1)c1ccc(C(=O)NCCOc3ccccc3)cc12 (stereo not given) |
| 8.5% | COc1cc(Cl)c(C)cc1NC(=O)CN1C(=O)NC2(CCS(=O)(=O)CC2)C1=O |
| 11.4% | COc1ccc(CC(=O)Nc2cccc3ccc(C)nc23)cc1 |
| u | CCCN1C(=O)Cc2ccccc2C1C(=O)NCc1cccc(OC)c1OC (stereo not given) |
| -2.6% | COc1cc(C2C3=C(CCCC3=O)OC3=C2C(=O)CCC3)cc(Br)c1OCC(=O)O |
| u | Nc1[nH]c(C(=O)c2ccccc2)c(-c2ccc(F)cc2)c1C(=O)NCc1ccccc1 |
| u | Cc1cc(C)cc(NC(=O)CCc2ncc(-c3ccc(Cl)cc3)o2)c1 |
| 70.7%[activator] | CN(C)[C@@H]1CN(C(=O)c2ccc(C#N)cc2)C[C@H]1CO |
| 39.8µM* | O=C1CCSc2ccc(C(=O)NO)cc2N1 |
| 1.3% | CN(C)CCNc1ncnc2c1ncn2[C@H]1CN(Cc2ccncc2)C[C@@H](CO)O1 |
| 29.3% | NCc1ccc(Oc2ccc(C(F)(F)F)cc2)cc1 |
| -3.9%[176 µM] | COCc1cc(C[C@@H]2C[C@H](NC(=O)CC(C)(C)C)C2(C)C)no1 |
| 8.4% | COc1ccc(-c2cc(N3CCCN(C(=O)c4ccc(Br)cc4)CC3)n[nH]2)cc1 |
| 35.6% | COc1cccc(CC(=O)N2CC3CC(C2)[C@H]2CCCC(=O)N2C3)c1 (stereo not given in full) |
| -4.0% | COc1cccc2c1OCC(CNC(=O)CCn1nnc3ccccc31)C2 (stereo not given) |
| 0.5%[12.5 µM] | CC(C)C1=NOC2(CCN(CC3CCCCC3)CC2)C1 |

Ordered by formula weight (smallest number first): part of the list above.
| ALOX12 inh | molecule |
| --- | --- |
| 35.6% | COc1cccc(CC(=O)N2CC3CC(C2)[C@H]2CCCC(=O)N2C3)c1 (stereo not given in full) |
| 1.3% | CN(C)CCNc1ncnc2c1ncn2[C@H]1CN(Cc2ccncc2)C[C@@H](CO)O1 |
| -2.6% | COc1cc(C2C3=C(CCCC3=O)OC3=C2C(=O)CCC3)cc(Br)c1OCC(=O)O |

Next results:
| ALOX12 inh | molecule |
| --- | --- |
| 23.1%&9.4%[176 µM] | N#CC1CCN(C(=O)C2CN(c3cccc(Cl)c3)C(=O)N2)CC1 (stereo not given) |
| -0.1% | C[C@@H]1CN([C@@H](C)CO)S(=O)(=O)c2ccc(Br)cc2O[C@@H]1CN(C)C(=O)c1ccncc1 |
| 42.6%[activator] | Cn1cc(CN2CCCC(COc3ccccc3C(=O)N3CCOCC3)C2)c2ccccc21 (stereo not given) |
| -24.3% | Cc1cc(Br)ccc1NC(=O)CCn1cnc2c1c(=O)n(C)c(=O)n2C |
| 12.0%[176 µM] | Cc1ccc(-c2cnc3n[nH]c(-c4ccccc4)c3n2)cc1 |
| 6.6% | Cc1ccccc1S(=O)(=O)N(C)C[C@@H]1OCc2cnnn2CCCC(=O)N([C@H](C)CO)C[C@@H]1C |
| -2.7% | CCOC(=O)C1CCN(C(=O)c2cc(Cn3ccnc3C(C)C)[nH]n2)CC1 |
| 28.5% | O=C(NCCc1ccncc1)C1c2ccccc2C(=O)N(c2ccccc2)C12CCCCC2 (stereo not given) |
| u | Cc1[nH]c2ccccc2c1/C=C(/C#N)C(=O)NCCO |
| -27.9% | Cc1sc2ncn(CCC(=O)NCc3ccccc3CN(C)C)c(=O)c2c1C |
| 50.7%[activator] | COc1cc(OC)c(NC(=O)CCn2ccn3nc4c(c3c2=O)CCCC4)cc1Cl |
| u | c1ccc(Oc2ccccc2-c2cc(-c3cn[nH]c3)c3cncn3c2)cc1 |
| -6.3% | CC(=O)Oc1cc2c(=O)c3ccccc3sc2cc1C |
| -15.1% | COc1cc(OC)cc(C(=O)N2CCCC(n3cc(-c4nc(-c5ccccc5)no4)nn3)C2)c1 (stereo not given) |
| u | O=C(Nc1ccc(Oc2ccccc2)cc1)N[C@H]1CO[C@H]2[C@@H]1OC[C@H]2OC(=O)Nc1cccc2ccccc12 |
| 42.0%[activator] | COc1ccc(C(=O)N2CCC3(CC2)OCC(C(=O)N2CCOCC2)N3C(=O)c2ccccc2)cc1 (stereo not given) |
| 8.1%[6.33 µM] | COc1ccc(-c2cc(C(=O)NCC(C)C)c3c(C4CCNC4)nn(C)c3n2)cc1 (stereo not given) |
| 13.9% | COc1cccc(CN2CCNC(=O)C2CC(=O)N2CCC(O)CC2)c1OC (stereo not given) |
| 7.8%[176 µM] | CN(C)CCN(C)C(=O)c1ccc(-c2ncc3cnc(-c4ccccc4)cn23)cc1 |
| -11.4% | O=C(NCC1CC1)c1ccc(Cn2ccn3nc4c(c3c2=O)CCCC4)cc1 |
| 9.3% | COc1cc(NC(=O)N2C[C@@H](F)C[C@H]2C(=O)N2CCc3ccccc3C2)cc(OC)c1 |
| 4.4% | CCCCC(=O)N(C)c1c(CC)nc2c(OCc3ccccc3C)cccn12 |
| 31.6µM* | Cc1ccccc1-c1nnc2sc(NC(=O)c3ccc(F)cc3)nn12 |
| u | CS(=O)(=O)/C(C#N)=C/c1cccn1S(=O)(=O)c1ccc([N+](=O)[O-])cc1 |
| u | CC(=O)c1cc2c(cc1NC(=O)Cn1c(Nc3cccc(F)c3)nc(C)cc1=O)OCO2 |
| u | Cc1nc(CN2C[C@H](C(=O)Nc3cccc(Cl)c3)C[C@@H]2c2ccc(F)cc2)cs1 |
| 12.0%[176 µM] | CS(=O)(=O)N1CCOC[C@H](Oc2ccc(C(F)(F)F)cc2)C1 |
| -12.5% | CCOc1cc(-c2ccccc2)nc2c1CN(S(=O)(=O)c1ccc(C)cc1)C(c1cccc(Cl)c1)C2 (stereo not given) |
| 4.3% | COc1ccc(NC(=O)CSc2nc(N3CCOCC3)c3c(c2C#N)CCCC3)c(OC)c1 |
| -26.2% | O=c1oc2ccccc2c(NC2CCCC2)c1NS(=O)(=O)c1ccccc1 |
| 7.2% | CCc1noc(-c2cn(C3CCN(C(=O)c4ccco4)C3)nn2)n1 (stereo not given) |
| 18.2% | Cc1noc(C)c1C(=O)N1CCC(N2C(=O)C3(CCCC3)C2c2ccccc2)CC1 (stereo not given) |
